HCMV inh: human cytomegalovirus inhibition. HFF cells, HCMV-luciferase reporter, 72 h; hits give low values. activity change, negative = inhibition, % at 57.5 µM. actives 4.5% (n = 410,000). AID 1259415; in the data active means activity change below about -60%; inconclusive means no clear call, values can overlap the other calls; inactive means above about -39%
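Cell-based, HFFs, 1000 cells/well, 16 h 37C; cpds in DMSO + HCMV-luc, MOI 1 PFU/cell; 72 h 37C; OneGlo luminescence after 5 min RT; norm. to buffer vs Salinomycin 10uM.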
Giardia FBPA inh: inhibitors of Giardia lamblia fructose-1,6-bisphosphate aldolase; purified Giardia FBPA; Potency, µM (top dose mostly 59.6 µM), inactives show top-dose activity, negative = inhibition, actives largely listed as inhibitors; actives 0.71% (n = 290,000); further: potency means the concentration at half of the fitted maximal effect; nearly all actives have a fitted effect of over 55% in size
Target sequence (A8B2U2 whole entry, looked up): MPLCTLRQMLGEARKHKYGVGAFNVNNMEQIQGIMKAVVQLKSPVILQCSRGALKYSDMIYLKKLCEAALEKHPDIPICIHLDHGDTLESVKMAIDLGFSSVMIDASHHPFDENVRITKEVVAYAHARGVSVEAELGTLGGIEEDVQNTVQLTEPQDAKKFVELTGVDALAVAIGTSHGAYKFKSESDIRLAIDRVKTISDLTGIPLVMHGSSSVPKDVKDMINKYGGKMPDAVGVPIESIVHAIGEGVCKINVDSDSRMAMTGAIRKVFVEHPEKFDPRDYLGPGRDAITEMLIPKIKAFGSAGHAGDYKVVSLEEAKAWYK
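40 nM FBPA preincubated 10 min at RT with compound (up to 57.5 uM final), then substrate plus GAPDH/TPI/NAD/arsenate coupling and diaphorase/resazurin added. Fluorescence read after 20 min at RT, 525/598 nm.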
AmpC no deterg: inhibitors of E. coli AmpC beta-lactamase without detergent; P00811; AmpC nitrocefin hydrolysis, absorbance 480 nm, 0.0001% Triton; Potency, µM (series often up to 57.1 µM), inactives show top-dose activity change, negative = inhibition, hits mostly inhibitors; actives 0.52% (n = 330,000); AID 485341;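 further: potency means the concentration at half of the fitted maximal effect; plate controls were no compound for no effect and no enzyme for full effect; nearly all actives have a fitted effect of over 20% in size; some results filed as inactive show a strong effect at the top dose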
Target sequence (P00811 whole entry, looked up): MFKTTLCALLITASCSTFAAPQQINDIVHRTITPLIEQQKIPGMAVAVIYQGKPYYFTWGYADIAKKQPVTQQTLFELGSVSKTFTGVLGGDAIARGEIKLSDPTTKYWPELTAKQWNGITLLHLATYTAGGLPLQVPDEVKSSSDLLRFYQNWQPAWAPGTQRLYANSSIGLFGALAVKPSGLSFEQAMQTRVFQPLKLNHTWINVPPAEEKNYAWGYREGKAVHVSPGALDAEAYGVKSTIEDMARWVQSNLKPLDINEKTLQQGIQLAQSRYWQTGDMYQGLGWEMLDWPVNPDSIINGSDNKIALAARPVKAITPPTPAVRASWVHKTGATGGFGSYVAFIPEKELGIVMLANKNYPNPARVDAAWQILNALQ
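AmpC (5.3 nM in the dispensed reagent) in 20 mM phosphate pH 7.0 with 0.01% (detergent screen) or 0.0001% Triton X-100 was preincubated with compounds for 15 min at room temperature. Nitrocefin was then added from an 800 uM solution, and hydrolysis was followed at 480 nm.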
HCV inhibitor: HCV inhibition; Huh7.5.1 HCVcc-Cre infection, luciferase reporter, 44 h; Potency, µM (series often up to 41.8 µM), for the others: at the highest dose activity change, negative = inhibition, usual class: inhibitors; actives 3.4% (n = 340,000); AID 651820; further: potency means the concentration at half of the fitted maximal effect
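Infectious HCVcc-Cre (~0.5 moi) was added to cells just after compound, with cells seeded 4 h earlier at 1,000 per well. Luciferase activity after 44 h culture reported infection; substrate was incubated 15 min at room temperature before reading.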
AmpC detergent: blocks E. coli AmpC beta-lactamase in detergent assay; Potency, µM (doses to about 114 µM), without a hit: top-dose activity change, negative = inhibition, hits mostly inhibitors; AmpC hydrolysis of nitrocefin, absorbance 480 nm, 0.01% Triton; AID 485294; P00811; actives 0.041% (n = 370,000);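 further: potency means the concentration at half of the fitted maximal effect; 0% = no-compound wells and -100% = no-enzyme wells; nearly all actives have a fitted effect of over 25% in size; some results filed as inactive show a strong effect at the top dose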
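AmpC (5.3 nM in the dispensed reagent) in 20 mM phosphate pH 7.0 with 0.01% (detergent screen) or 0.0001% Triton X-100 was preincubated with compounds for 15 min at room temperature. Nitrocefin was then added from an 800 uM solution, and hydrolysis was followed at 480 nm.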
Sm TGR inh: S. mansoni TGR enzyme inhibition; purified TGR, DTNB reduction, TNB absorbance 405 nm; Potency, µM (titrated, usually from 114 µM), without a hit: top-dose activity change, negative = inhibition, actives largely listed as inhibitors; actives 3% (n = 360,000); further: potency means the concentration at half of the fitted maximal effect; nearly all actives have a fitted effect of over 60% in size
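First, TGR (20 nM dispensed) and NADPH were mixed with compound. Second, a 15 min room-temperature incubation followed. Third, further NADPH and then DTNB were added to start the reaction. Finally, TNB absorbance was monitored kinetically.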
Numbers without * were called inactive; & = joins results of further samples; [ ] = another dose, or the depositor's remark. Unless noted, the call rests on the fitted dose curve; in most records, active means well fitted curve in the direction sought with a large enough effect; inconclusive means small, poorly fitted or top-dose-only effect, or another doubt; inactive means no such curve, though single readings can be large; an effect the other way counts as inactive or inconclusive. Unless noted, on the % scale 0 is the no-effect control and ±100 the full control effect.

CCOCCc1nn2c(=O)cc(COC(=O)c3ccc(NC(=O)c4cccs4)cc3)nc2s1 was read as HCMV inh 6.3, AmpC detergent 2.8% and Sm TGR inh 11.4%.
For Cc1ccc(N2CN(Cc3ccco3)CNC2=S)c(C)c1 the results were HCMV inh -25.0, Giardia FBPA inh 4.2%, AmpC no deterg -27.1%, HCV inhibitor 2.6%, AmpC detergent -6.8% and Sm TGR inh -6.2%.
Cc1csc(NC(=O)CSc2nc(=O)n(CCN(C)C)c3c2CCCC3)n1 was read as HCMV inh -8.9, AmpC no deterg 6.2%, HCV inhibitor 8.6%, AmpC detergent inconclusive and Sm TGR inh -0.3%.
Screening COC(=O)c1c(C)oc2cc(Br)c(OCC(=O)C(C)(C)C)cc12 returned HCMV inh 0.0, Giardia FBPA inh -2.8%, AmpC no deterg -6.6%, HCV inhibitor inconclusive, AmpC detergent 1.3% and Sm TGR inh -27.9%.
`Cc1coc2cc3oc(=O)c(CCC(=O)N[C@@H](CCCNC(N)=O)C(=O)O)c(C)c3cc12` gave HCMV inh -5.4, Giardia FBPA inh -5.0%, AmpC no deterg -17.4%, HCV inhibitor 18.2%, AmpC detergent 0.6% and Sm TGR inh -16.7%.
Screening CCNC(=O)CN(c1ccccc1OC)S(=O)(=O)c1cccs1 returned HCMV inh -0.3, Giardia FBPA inh 4.3%, AmpC no deterg -12.7%, HCV inhibitor -4.8%, AmpC detergent -9.5% and Sm TGR inh -7.3%.
Screening COc1cc(NC(=S)NN2CCN(C)CC2)cc(OC)c1 returned HCMV inh -7.3, Giardia FBPA inh -10.0%, AmpC no deterg 4.2%, HCV inhibitor 3.3%, AmpC detergent inconclusive and Sm TGR inh -6.5%.
For Cc1ccc(C)n1NC(=O)c1cccc(Cl)c1 the results were HCMV inh 53.7, Giardia FBPA inh -3.2%, AmpC no deterg -41.9%, HCV inhibitor 11.3%, AmpC detergent -6.4% and Sm TGR inh -15.0%.
`CC1(C2CC2)NC(=O)N(CC(=O)NCC(=O)Nc2ccc(F)c(F)c2F)C1=O` (centres undefined) gave HCMV inh -16.7, AmpC no deterg -14.3% and HCV inhibitor -9.6%.
For CCn1nnnc1-c1ccc(OC)c(S(=O)(=O)Nc2ccc(S(N)(=O)=O)cc2)c1 the results were HCMV inh 16.9, Giardia FBPA inh -7.3%, AmpC no deterg -6.2%, HCV inhibitor -7.6%, AmpC detergent -8.6% and Sm TGR inh 0.1%.
`Cc1ccc(S(=O)(=O)N2CCN(C(=O)CSC(=S)N3CCCC3)CC2)c(C)c1` gave HCMV inh -22.5, AmpC no deterg 108.3%[activator], HCV inhibitor -16.4%, AmpC detergent 2.8% and Sm TGR inh 0.5%.
`O=C(O)C1CCCCC1C(=O)NCc1ccc(Cl)c(Cl)c1` (centres undefined) gave HCMV inh -19.9, Giardia FBPA inh 6.3%, AmpC no deterg -20.9%, HCV inhibitor -8.5%, AmpC detergent 1.9% and Sm TGR inh 2.5%.
`CCOC(=O)N1CCN(C(=O)c2ccccc2NC(=O)c2ccccc2Cl)CC1` gave HCMV inh inconclusive, Giardia FBPA inh 3.2%, AmpC no deterg -1.8%, AmpC detergent -0.6% and Sm TGR inh -0.5%.
`O=S(=O)(c1ccc(Cl)cc1)c1ccccn1` gave HCMV inh -15.3, Giardia FBPA inh -4.4%, AmpC no deterg -20.2%, HCV inhibitor 13.6%, AmpC detergent -11.0% and Sm TGR inh -8.1%.
Screening CN1CCN(C(=O)c2ccc(CN3CCOCC3)cc2)CC1 returned HCMV inh 20.2, Giardia FBPA inh -3.4%, AmpC no deterg -3.3%, HCV inhibitor 1.1%, AmpC detergent -11.4% and Sm TGR inh -27.9%.

3 compounds picked at random from the list so far:
`Cc1coc2cc3oc(=O)c(CCC(=O)N[C@@H](CCCNC(N)=O)C(=O)O)c(C)c3cc12` gave HCMV inh -5.4, Giardia FBPA inh -5.0%, AmpC no deterg -17.4%, HCV inhibitor 18.2%, AmpC detergent 0.6% and Sm TGR inh -16.7%.
`O=S(=O)(c1ccc(Cl)cc1)c1ccccn1` gave HCMV inh -15.3, Giardia FBPA inh -4.4%, AmpC no deterg -20.2%, HCV inhibitor 13.6%, AmpC detergent -11.0% and Sm TGR inh -8.1%.
`O=C(O)C1CCCCC1C(=O)NCc1ccc(Cl)c(Cl)c1` (centres undefined) gave HCMV inh -19.9, Giardia FBPA inh 6.3%, AmpC no deterg -20.9%, HCV inhibitor -8.5%, AmpC detergent 1.9% and Sm TGR inh 2.5%.

Continued:
For CCCCn1c(=O)[nH]c(=O)c2c1nc(-c1ccccc1F)n2Cc1ccccc1OC the results were HCMV inh 1.2, Giardia FBPA inh -5.9%, AmpC no deterg -0.3%, HCV inhibitor 10µM*, AmpC detergent -0.5% and Sm TGR inh -8.1%.
`CCOc1ccccc1C(=O)Nc1cc(C(=O)NCC(C)C)ccc1Cl` gave Giardia FBPA inh 0.7%, AmpC no deterg -40.1%, AmpC detergent 5.0% and Sm TGR inh 2.3%.
Cc1ccc(-c2noc(C3CCCN(S(=O)(=O)c4ccc(S(=O)(=O)N(C)C)cc4)C3)n2)o1 (centres undefined) was read as HCMV inh 4.9, Giardia FBPA inh -0.7%, AmpC no deterg -5.6%, HCV inhibitor 4.7%, AmpC detergent -5.8% and Sm TGR inh -25.7%.
COc1cc(Cl)c(C)cc1NC(=O)Cn1cc(S(=O)(=O)N2CCN(c3ccccc3F)CC2)c2ccccc2c1=O was read as HCMV inh 13.3, AmpC detergent 9.2% and Sm TGR inh -1.9%.
CCC(C)C(=O)Nc1cc([N+](=O)[O-])ccc1Cl (centres undefined) was read as HCMV inh inconclusive, Giardia FBPA inh 1.7%, AmpC no deterg -7.6%, HCV inhibitor 19.1%, AmpC detergent 0.3% and Sm TGR inh 0.8%.
`O=C(NCC1OCCCN1S(=O)(=O)c1cc(F)ccc1F)C(=O)NC1CCCC1` (centres undefined) gave HCMV inh 38.6, AmpC no deterg -0.7%, AmpC detergent -0.3% and Sm TGR inh -2.6%.
Screening COc1ccc(CCN2C(=O)c3[nH]nc(-c4ccccc4O)c3C2c2ccccc2)cc1OC (centres undefined) returned HCMV inh inconclusive, Giardia FBPA inh 5.2%, AmpC no deterg -19.9%, HCV inhibitor 11.2µM*, AmpC detergent -13.1% and Sm TGR inh 6.0%.
`Cc1ccc(CN(C(=O)COc2ccc(C(C)C)cc2)C2CCS(=O)(=O)C2)o1` (centres undefined) gave HCMV inh -22.7, AmpC detergent -13.7% and Sm TGR inh -25.6%.
Screening Nc1cccc2c1C(=O)N(C(=O)c1ccc(S(=O)(=O)N3CCCCCC3)cc1)C2=O returned HCMV inh 15.7, Giardia FBPA inh 2.9%, AmpC no deterg -26.7%, HCV inhibitor 11.7%, AmpC detergent inconclusive and Sm TGR inh -2.0%.
`CCN1CCCC1CNS(=O)(=O)c1ccc(F)c(Cl)c1` (centres undefined) gave HCMV inh -5.7, Giardia FBPA inh -16.5%, AmpC no deterg -13.8%, HCV inhibitor 1.9%, AmpC detergent 0.1% and Sm TGR inh -0.1%.
O=C(Oc1ccc([N+](=O)[O-])cc1)C1CC(=O)N(c2ccc3c(c2)OCCO3)C1 (centres undefined) was read as HCMV inh -100.1*, AmpC no deterg -17.8% and HCV inhibitor 26.7%.
Screening CN(CC(=O)Nc1ccc(Cl)cc1)C1CCCCC1 returned HCMV inh -18.1, Giardia FBPA inh 11.4%, AmpC no deterg -27.4%, HCV inhibitor 0.8%, AmpC detergent inconclusive and Sm TGR inh 91.3%[activator].
Screening Cc1ccc(S(=O)(=O)N2CCC(C(=O)N[C@@H](C)C(=O)NC3CCCCC3)CC2)cc1 returned HCMV inh 3.6, Giardia FBPA inh 3.2%, AmpC no deterg -10.0%, HCV inhibitor -4.1%, AmpC detergent inconclusive and Sm TGR inh 1.0%.
For CCC(=O)NC(NC(=O)CC)C(Cl)Cl the results were HCMV inh 11.5, AmpC no deterg 2.6%, HCV inhibitor -4.8%, AmpC detergent -13.3% and Sm TGR inh -7.6%.
`COc1ccc(-c2cc(C(F)(F)F)nc(S(=O)(=O)CCC(=O)N3CCOCC3)n2)cc1` gave HCMV inh 96.2, Giardia FBPA inh 5.4%, AmpC no deterg -2.6%, HCV inhibitor -17.4%&1.1%, AmpC detergent 1.0% and Sm TGR inh 28.2µM*.
`CC(=O)OC1CC[C@]2(C#N)[C@H]3CC[C@]4(C)[C@H](C5C=CC(=O)O5)CCC4(O)C3CCC2(O)C1` (some centres undefined) gave HCMV inh -93.3*, Giardia FBPA inh -5.4%, AmpC no deterg -2.9%, HCV inhibitor 2.4%, AmpC detergent -4.2% and Sm TGR inh -7.0%.
For CCCc1ccc(-c2ccc(/C=C/C(=O)O)cc2)nc1 the results were HCMV inh inconclusive, Giardia FBPA inh 1.8%, AmpC no deterg -14.3%, HCV inhibitor 5.5%, AmpC detergent -9.5% and Sm TGR inh -19.7%.
`Cc1cn2c(=O)c(S(=O)(=O)NCCc3ccc(Cl)cc3)c(C)nc2s1` gave HCMV inh 7.9, AmpC detergent 1.3% and Sm TGR inh 0.0%.
`Cc1nn(CC(=O)NC2CCC(C)CC2)c(=O)c(C#N)c1C` (centres undefined) gave HCMV inh -27.6, AmpC no deterg -9.7%, HCV inhibitor -9.6%[8.37 µM], AmpC detergent -20.4% and Sm TGR inh -0.1%.
COc1cc(OC)cc(C(=O)NCC(=O)OCC(=O)N2c3ccccc3NC(=O)C2(C)C)c1 was read as HCMV inh -98.4*, Giardia FBPA inh 5.0%, AmpC no deterg -17.1%, HCV inhibitor 19.5%, AmpC detergent 0.6% and Sm TGR inh -1.6%.
For Cc1ccc(S(=O)(=O)NC(C)C(=O)NC2CC2)cc1 (centres undefined) the results were HCMV inh 71.4, AmpC no deterg -14.6%, HCV inhibitor 10.2%, AmpC detergent -15.0% and Sm TGR inh -17.1%.
`Cc1cc(C(=O)N/N=C2\CCCc3ccccc32)c(C)o1` gave HCMV inh 10.6, Giardia FBPA inh -3.9%, AmpC no deterg -14.7%, HCV inhibitor -7.7%, AmpC detergent -7.4% and Sm TGR inh -7.2%.
Screening COc1ccc(N(C)S(=O)(=O)c2ccc3c(c2)NC(=O)CO3)c(OC)c1 returned HCMV inh 6.5, AmpC no deterg -27.2%, HCV inhibitor -12.1%, AmpC detergent -6.2% and Sm TGR inh -14.6%.
`CC(=O)c1cccc(NS(=O)(=O)c2ccc3[nH]c4c(c3c2)CCCCCC4)c1` gave HCMV inh -23.2, AmpC detergent 16.1% and Sm TGR inh 6.7%.
For O=C(COc1ccccc1Cl)NCc1nc(-c2ccccc2)no1 the results were HCMV inh 39.2, Giardia FBPA inh -0.9%, AmpC no deterg -15.4%, HCV inhibitor -4.7%, AmpC detergent 4.8% and Sm TGR inh 7.5%.
Screening Cc1cccc(N2CCN(Cc3cn(C)nc3-c3ccccc3F)CC2)n1 returned HCMV inh -40.0, Giardia FBPA inh -0.3%, AmpC no deterg 84.3%[activator], HCV inhibitor -9.8%, AmpC detergent 3.3% and Sm TGR inh -28.7%.

Screening results: PubChem, National Center for Advancing Translational Sciences (NCATS)
